# High-throughput results (PubChem BioAssay)
# HT1080 IDH1KD tx: qHTS for induction of synthetic lethality in tumor cells producing 2HG: qHTS for the HT-1080-IDH1KD cell line; HT-1080 IDH1 knockdown viability, ATP luminescence, 48 h; Potency, µM (series often up to 46.1 µM), for inactives: at the top dose activity, negative = toxicity, most hits filed as cytotoxic; hit rate 2% among 360,000; AID 686971, 2013;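 note: potency is the fitted concentration of half-maximal effect; 0% = DMSO wells and -100% = cell-free medium wells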
#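 After a 2 h attachment period, IDH1KD HT-1080 cells took pin-transferred compound for 48 h at 37 °C; ATP-based luminescence after 10 min room-temperature reagent incubation reported viability.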
# ATXN2 expr inh: Primary qHTS for Inhibitors of ATXN expression; AID 1745845, 2022; HEK-293 ATXN2-luciferase reporter, luminescence, 24 h; hit rate 0.72% among 360,000; Potency, µM (highest dose often 57 µM), without a hit: at the highest dose activity change, negative = inhibition, most hits filed as inhibitors; note: potency is the fitted concentration of half-maximal effect; % is set by controls: 0 for no effect and ±100 for the full control effect; nearly all actives have a fitted effect of over 55% in size
#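 ATXN2-luciferase reporter cells (luciferase flanked by upstream and downstream ATXN2 gene portions) were treated 24 h at 37 °C with compounds at up to 57 uM. SteadyGlo luminescence gave expression; GF-AFC fluorescence gave viability.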
# HepG2 tox: qHTS for Inhibitors of TGF-b: Cytotox Counterscreen; hit rate 0.76% among 410,000; Potency, µM (doses to about 46.1 µM), for inactives: at the highest dose activity change, negative = cytotoxicity, actives largely listed as cytotoxic; HepG2 CAGA-GFP viability, ATP luminescence, 18 h; note: potency is the fitted concentration of half-maximal effect; some results filed as inactive show a strong effect at the top dose
#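 HepG2 CAGA-GFP cells (1000/well, DMEM with 1% FBS) received compound, then TGF-beta at 500 pg/mL final, and were incubated 18 hours at 37 degrees C. Viability was read by CellTiter-Glo luminescence. Media-only wells were set as complete cell-killing and DMSO as no toxicity.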
# ATXN viability: Viability Counterscreen for Primary qHTS for Inhibitors of ATXN expression; hit rate 0.49% among 400,000; S2 cells (HEK-293 line with an ATXN2-luciferase reporter) viability, CellTiter-Fluor protease fluorescence, 24 h; Potency, µM (doses to about 56.7 µM), usual class: cytotoxic; note: potency is the fitted concentration of half-maximal effect; nearly all actives have a fitted effect of over 40% in size
# IL-1B inflam inh: qHTS for Inhibitors of Inflammasome Signaling: IL-1-beta AlphaLISA Primary Screen | AID 743279, 2014 | hit rate 4.7% among 360,000 | activity change, % at 57.5 µM | THP-1 LPS/ATP IL-1B secretion, AlphaLISA, 16 h; stronger effect = lower value; in the data active = activity change below about -50%; inconclusive = mostly about -30% to -49%; note: % is set by controls: 0 for no effect and ±100 for the full control effect
#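 Secreted IL-1B measured by AlphaLISA bead assay after 16 h compound exposure of THP-1 cells; compounds (final up to 57.5 uM) added 1 h before LPS (250 ng/mL) and ATP (1.25 mM) stimulation; lower signal means less secretion.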
# SW480 rereplic: A quantitative high throughput screen for small molecules that induce DNA re-replication in SW480 colon adenocarcinoma cells; hit rate 1.8% among 340,000; Potency, µM (highest dose often 46.1 µM), inactives show at the top dose re-replication activation, usual class: activators; SW480 DNA re-replication, Hoechst DNA content imaging, 48 h; AID 624297, 2012; note: potency is the fitted concentration of half-maximal effect; % of control where 0% means no effect; nearly all actives have a fitted effect of over 55% in size
#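 DNA re-replication was detected as more nuclei of elevated Hoechst intensity after 48 hr exposure to compound (23 nL pinned per well of 250 cells).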
# MCF10A rerep: A quantitative high throughput screen for small molecules that induce DNA re-replication in MCF 10a normal breast cells; MCF 10A DNA re-replication, Hoechst nuclear intensity, 48 h; AID 624296, 2012; Potency, µM (doses to about 46.1 µM), without a hit: top-dose activity, positive = re-replication, actives largely listed as activators; hit rate 2.9% among 350,000; note: potency is the fitted concentration of half-maximal effect; % of control where 0% means no effect; nearly all actives have a fitted effect of over 50% in size
# KB-3-1 tox: qHTS assay for MDR1-selective chemotherapeutics: Primary screen using the parental adenocarcinoma cell KB-3-1; KB-3-1 viability, CellTiter-Glo ATP luminescence, 72 h; hit rate 1.4% among 400,000; Potency, µM (top dose mostly 46.1 µM), inactives show at the highest dose activity change, negative = cytotoxic, most hits filed as cytotoxic; AID 1347075, 2019; note: potency is the fitted concentration of half-maximal effect; % is set by controls: 0 for no effect and ±100 for the full control effect; nearly all actives have a fitted effect of over 60% in size
#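 Cytotoxicity in the drug-sensitive parental line KB-3-1 was scored as loss of CellTiter-Glo luminescence following 72 h incubation with compound. Values come from curve fitting of normalized concentration-response data.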
# HT1080NT lethal: qHTS for induction of synthetic lethality in tumor cells producing 2HG: qHTS for the HT-1080-NT fibrosarcoma cell line | HT-1080-NT fibrosarcoma viability, CellTiter-Glo ATP luminescence, 48 h | Potency, µM (highest dose often 46.1 µM), for the others: at the top dose activity, negative = less viability, usual class: cytotoxic | hit rate 1.6% among 360,000 | AID 686970, 2013;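 note: NT is the 2HG producing partner of a matched IDH1 knockdown line; potency is the fitted concentration of half-maximal effect; 0% = DMSO-treated cells and -100% = media-only wells without cells; nearly all actives have a fitted effect of over 55% in size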
#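 Viability of the 2HG-overproducing fibrosarcoma line after 48 hours of compound exposure at 37 degrees C was determined by luminescence with CellTiter-Glo, and concentration-effect curves were then fitted and categorized.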
# The depositor's hits bear a star; i = inactive; ? = inconclusive; · = not tested or not shown; & = joins results of further samples; [ ] = remark or other dose. Unless noted, calls come from the whole dose curve; as a rule, active = well fitted curve in the direction sought with a large enough effect; inconclusive = small, poorly fitted or top-dose-only effect, or another doubt; inactive = no such curve, though single readings can be large; an effect the other way counts as inactive or inconclusive. Rows are unselected, and some 8.9% of all compounds hit somewhere here.
SMILES,HT1080 IDH1KD tx,ATXN2 expr inh,HepG2 tox,ATXN viability,IL-1B inflam inh,SW480 rereplic,MCF10A rerep,KB-3-1 tox,HT1080NT lethal
O=C(N/C(=C\c1ccccc1)C(=O)N1CCCCC1)c1ccco1,-0.2%,2.3%,14.8%,i,24.0,-3.0%,-4.1%,6.2%,23.1%
Nc1ccc(-c2cnc3ccccc3n2)cc1,-7.3%,-19.9%,12.3%,i,?,?,?,8.3%,-11.8%
O=C(N/N=C/c1cccc([N+](=O)[O-])c1)c1ccc(CN2CCOCC2)cc1,4.5%,-7.2%,4.6%,i,-0.4,-13.7%,-1.2%,13.7%,3.1%
CN(C)C(CNC(=O)c1cccc(S(=O)(=O)Nc2ccccc2Cl)c1)c1ccccc1 (stereo not given),4.6%,-10.6%,-2.9%,i,0.3,-7.4%,-0.2%,5.0%,1.9%
Oc1c(Br)cc(Br)cc1/C=N/N1CCN(Cc2ccccc2)CC1,-3.4%,1.1%,-3.9%,i,?,0.3%,-1.0%,-9.9%,-1.9%
Cc1ccc(NC(=O)c2ccc3c(=O)n4c(nc3c2)CCC4)cc1F,-0.5%,13.8%,-11.5%,i,-3.5,?,8.4%,8.4%,-1.3%
O=C(COC(=O)COc1ccc(Nc2ccccc2)cc1)NCc1ccco1,-3.7%,-7.7%,27.2%,i,6.1,-0.4%[9.22 µM],0.5%,5.2%,2.1%
CCOc1cc(NC(=O)C2CCCCC2)c(OCC)cc1NC(=O)c1ccco1,9.6%,-14.2%,-1.9%,?,-10.2,-6.5%,-1.4%,-0.9%,1.2%
CCCC(=O)N1CCC1(C)C(=O)NS(=O)(=O)c1cccc(Cl)c1 (stereo not given),?,6.9%,1.5%,i,26.9,·,·,0.0%,11.4%
Oc1ccc(Cl)cc1-c1cc(-c2ccccc2)n[nH]1,-21.5%,54.3%[activator],-47.2%,i,12.0,-0.6%,?,?,-25.8%
Cc1cccc(N(C(=O)c2snc(C(N)=O)c2N)C(C(=O)NCc2ccccc2)c2ccncc2)c1 (stereo not given),?,?,-68.1%,?,-6.9,?,?,18.4µM*,18.4µM*
Fc1cccc(Cl)c1-c1nnc2ccc(N3CCOCC3)nn12,4.0%,·,7.8%,·,5.0,-16.0%,2.2%,7.6%,9.1%
CC(C)C(CCN1C(=O)c2ccccc2C1=O)c1ccco1 (stereo not given),-2.9%,·,-0.7%,·,-1.0,-18.5%,1.1%,0.4%,2.7%
CNC(=S)N(CCc1c(C)[nH]c2ccc(C)cc12)Cc1ccco1,-2.4%,-27.3%,-20.3%,?,25.4,-5.6%,?,-11.2%,-5.4%
O=CN1CCN(C(=O)c2ccccc2Cl)CC1,12.6%,-0.6%,72.4%,?,-7.8,-5.3%,1.2%,15.4%,6.1%
CCC(C)c1ccccc1N1CC(C(=O)Nc2ccc(C)c(S(=O)(=O)N3CCOCC3)c2)CC1=O (stereo not given),-8.2%,0.3%,2.3%,i,-1.6,-4.7%,-2.3%,-4.1%,-7.9%
COc1ccc(/C=N/n2c(=O)[nH]c3c([nH]c4ccc(Br)cc43)c2=O)cc1CN1CCOCC1,-2.7%,-6.5%,-2.6%,i,-2.9,-15.9%,-1.4%,-5.8%,-17.4%
COc1ccccc1-c1cc(C(=O)N2CCN(S(=O)(=O)c3ccc(C)cc3)CC2)[nH]n1,-8.3%,?,-0.5%,?,-10.5,2.1%,17.0%,-3.5%,-8.7%
CCOC(=O)c1[nH]c(C)c(C(=O)NCc2ccc(OC)cc2)c1C,-7.1%,0.6%,-4.2%,i,-3.8,0.2%,15.7%,-4.8%,-0.3%
CN=c1scc(C)n1/N=C/c1ccc(O)c(O)c1O,2.8%,-13.4%,-15.6%,i,?,20.9%,?,10.2%,2.0%
Cn1ncc([N+](=O)[O-])c1C(=O)Nc1ccc(-c2ccccc2)cc1,2.9%,-5.4%,4.9%,i,26.0,-1.5%,2.4%,19.3%,3.5%
COc1ccc(NC(=S)NCc2ccc3c(c2)cc(C)n3C)cc1,-6.3%,-12.3%,-28.6%,i,-8.8,16.7%,2.5%,-27.2%,-2.0%
COc1cc2oc(=O)cc(-c3ccc(-c4ccc(CO)cc4)cc3)c2c(OC)c1OC,-8.6%,2.2%,-30.3%,i,6.3,-11.7%,?,0.0%,-9.7%
CC(=O)Nc1ccc(NC(=O)CSc2nnc(NC(=O)c3cccc(F)c3)s2)cc1,-0.1%,31.1%[activator],0.0%,i,i,-16.1%,6.7%,10.4%,1.3%
COCCCNc1ncnc2c1cnn2-c1ccc(C)cc1C,-10.1%,1.2%,-6.8%,i,-10.6,26.1%,-1.2%,-4.1%,?
CC1CCCN(S(=O)(=O)c2ccc([N+](=O)[O-])cc2)C1 (stereo not given),-0.6%,·,7.3%,i,-8.8,1.2%,-1.2%,-12.1%,-1.4%
COc1ccc(C(CCN2CCCC(C)C2)c2c(OC)cc(OC)c3c2OC(=O)CC3c2cc(OC)c(OC)c(OC)c2)cc1 (stereo not given),0.2%,0.8%,-20.5%&-3.5%,?,-9.8,-7.4%,-7.3%,2.8%,-6.7%
CCOC(=S)SCC(=O)N1CCc2cc(OC)ccc2C1C1C(=O)CCCC1=O (stereo not given),23.1µM*,1.0%,-1.4%,i,90.7,10.3µM*,?,?,?
Cc1ccc(-c2nsc(SCC(=O)NCC3CCCO3)n2)cc1 (stereo not given),-17.8%,16.0%,-5.7%,i,35.9,-7.2%,13.8%,-3.9%,-10.1%
Cc1ccc(NC(=O)C2CC(=O)N(c3ccc4c5c(cccc35)CC4)C2)cc1 (stereo not given),?,-6.9%,-5.2%,i,-4.9,-3.3%,?,-7.0%,?
COc1c(CC=C(C)C)cc(C2CC(=O)c3c(O)cc(O)cc3O2)c(CC=C(C)C)c1O (stereo not given),-10.2%,?,-110.8%,?,-9.3,-3.6%,?,?,-0.8%
CCOC(=O)c1cnn(-c2ccccc2)c1NC(=O)c1ccccc1,-1.5%,11.9%,-12.1%,i,25.3,-3.0%,-2.7%,3.8%,16.4%
CC(C(=O)NCc1ccccc1)N(Cc1ccccc1Cl)C(=O)c1snc(C(N)=O)c1N (stereo not given),0.5%,-1.5%,-90.5%,i,-75.3*,27.9%,?,-18.0%,-13.1%
COc1ccc(CCNC(=O)c2c(O)nc3c(C)cccn3c2=O)cc1,·,-11.2%,-22.5%,i,·,·,·,-4.4%,·
COc1ccc(NC(=O)NNC(=O)COc2ccc3cc(Br)ccc3c2)c(OC)c1,-3.0%,0.7%,4.7%,i,14.7,13.4%,-5.4%,1.3%,-11.6%
O=S1(=O)CCN(CCCCc2ccccc2)CC1,2.9%,·,-4.9%,i,2.5,·,·,4.1%,4.4%
COc1ccc(-c2noc(CN(C(C)C)S(=O)(=O)c3ccc(Br)cc3)n2)cc1,·,4.2%,10.2%,i,·,·,·,-14.4%,·
Cc1cccc(C)c1NC(=O)/C(=C/c1ccco1)c1ccccc1,-12.9%,-3.6%,-6.8%,i,-15.9,2.7%,-3.9%,-23.8%,-0.9%
CCN(CC)S(=O)(=O)N1CCN(S(=O)(=O)N2CCOCC2)CC1,10.8%,-6.5%,-8.4%,i,34.7,-6.7%,-12.8%,-4.3%,3.3%
CCOc1ccc(S(=O)(=O)NN2Cc3ccccc3C2=N)cc1,-1.6%,·,-13.9%,i,4.7,-2.8%,-2.7%,-2.7%,-0.7%

# Molecules listed so far containing bromine, in the order listed:
SMILES,HT1080 IDH1KD tx,ATXN2 expr inh,HepG2 tox,ATXN viability,IL-1B inflam inh,SW480 rereplic,MCF10A rerep,KB-3-1 tox,HT1080NT lethal
Oc1c(Br)cc(Br)cc1/C=N/N1CCN(Cc2ccccc2)CC1,-3.4%,1.1%,-3.9%,i,?,0.3%,-1.0%,-9.9%,-1.9%
COc1ccc(/C=N/n2c(=O)[nH]c3c([nH]c4ccc(Br)cc43)c2=O)cc1CN1CCOCC1,-2.7%,-6.5%,-2.6%,i,-2.9,-15.9%,-1.4%,-5.8%,-17.4%
COc1ccc(NC(=O)NNC(=O)COc2ccc3cc(Br)ccc3c2)c(OC)c1,-3.0%,0.7%,4.7%,i,14.7,13.4%,-5.4%,1.3%,-11.6%
COc1ccc(-c2noc(CN(C(C)C)S(=O)(=O)c3ccc(Br)cc3)n2)cc1,·,4.2%,10.2%,i,·,·,·,-14.4%,·

# Following part
SMILES,HT1080 IDH1KD tx,ATXN2 expr inh,HepG2 tox,ATXN viability,IL-1B inflam inh,SW480 rereplic,MCF10A rerep,KB-3-1 tox,HT1080NT lethal
COc1cccc(-c2cc(C(=O)Nc3cc(C)on3)no2)c1,8.4%,-34.2%,-2.3%,?,0.0,6.3%,-18.5%,-2.0%,17.3%
O=C(CCn1c(=O)[nH]c2ccsc2c1=O)NCCc1ccc(Cl)cc1,1.7%,-5.3%,-0.6%,i,-29.3,-5.4%,?,13.1%,?
COc1ccccc1C(=O)Nc1ccc2c(c1)OCCO2,-9.5%,56.2%[activator],106.6%,i,-14.6,-3.1%,17.5%,-3.8%,-18.4%
O=Cc1cn(CCC(=O)O)nc1-c1cccc(Br)c1,-1.5%,-1.1%,-25.9%,i,32.5,?,-1.2%,-1.8%,17.4%
O=C(CC1C(=O)NCCN1CC(c1ccccc1)c1ccccc1)NCCc1cn[nH]c1 (stereo not given),2.9%,-1.2%,-1.8%,i,6.1,-7.5%,-4.4%,-25.6%,6.5%
COc1cc(OC)cc(C(=O)NNC(=O)CCNS(=O)(=O)c2ccc(Br)cc2)c1,0.9%,-11.7%,-3.1%,i,3.6,-9.4%,-7.3%,-3.1%,-5.2%
Cc1ccccc1NC(=O)CSc1nnc(-c2cccs2)o1,·,20.1%,15.1%,i,·,·,·,0.0%,·
